From PubChem BioAssay
NPSR antagonist = neuropeptide S receptor (human) antagonism, cAMP; CHO-NPSR cells, cAMP TR-FRET, antagonist mode; Potency, µM (doses to about 38.3 µM), for inactives: at the highest dose activity change, negative = inhibition, actives largely listed as inhibitors; hit rate 1% among 220,000; AID 1461; note: potency is the fitted concentration of half-maximal effect; % is set by controls: 0 for no effect and ±100 for the full control effect; nearly all actives have a fitted effect of over 50% in size; many of its hits are not listed in these tables
Epigenetic derep = derepresses silenced GFP reporter in murine cells; murine LDR cells, GFP reporter derepression, 30 h; Potency, µM (top dose mostly 53.9 µM), for the others: top-dose GFP activation, most hits filed as activators; hit rate 0.2% among 280,000; AID 1865; note: potency is the fitted concentration of half-maximal effect; % of control where 0% means no effect; nearly all actives have a fitted effect of over 60% in size
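In this reporter-derepression format, murine cells bearing a silenced integrated CMV-GFP locus incubate with test compound (30 h, 37 C), then are washed and imaged; fluorescent objects of 20–120 um count as induced cells.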
Luc counter = blocks Kinase-Glo luciferase, a counter-screen artifact; Potency, µM (titrated, usually from 38.3 µM), inactives show top-dose activity change, negative = inhibition, actives largely listed as inhibitors; hit rate 0.28% among 200,000; Q27757; Kinase-Glo luciferase, ATP luminescence, 8 min; note: potency is the fitted concentration of half-maximal effect; % is set by controls: 0 for no effect and ±100 for the full control effect; nearly all actives have a fitted effect of over 60% in size
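Luminescence was the read-out, taken after 8-minute incubation at ambient temperature. Luciferase turned over luciferin with 10 uM ATP in imidazole pH 7.2 buffer containing KCl, MgCl2, Tween 20 and BSA.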
LMNA splice mod = LMNA splicing modulation. HeLa LMNA splicing GFP/RFP minigene ratio, 48 h. Potency, µM (top dose mostly 46.1 µM), without a hit: top-dose ratio change, negative = inhibition, usual class: inhibitors. hit rate 0.01% among 200,000; active = well fitted inhibition curve with a large enough effect in the signal ratio, with a control signal flat, not every such curve was filed as active; inconclusive = small, poorly fitted or top-dose-only effect, or effect the other way, or a change in a side signal; the % refers to the signal ratio; note: potency is the fitted concentration of half-maximal effect; % is set by controls: 0 for no effect and ±100 for the full control effect
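S3 HeLa stable clones carrying a lamin A-EGFP splicing minigene plus DsRed2 were seeded at 600 cells/well in Opti-MEM with 2% FBS, pin-dosed and incubated 48 h at 37°C. Acumen cytometry (488 nm) gave the GFP/RFP total-intensity ratio.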
aGal spleen mod = inhibits or activates alpha-galactosidase in human spleen homogenate; P06280; human spleen homogenate, 4MU-alpha-Gal fluorescence, 40 min; hit rate 0.008% among 240,000; Potency, µM (top dose mostly 80 µM), for the others: at the top dose activity change, negative = inhibition, most hits filed as inhibitors;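 note: potency is the fitted concentration of half-maximal effect; 0% = enzyme with vehicle and -100% = no enzyme basal signal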
Target sequence (P06280 32-429 limits assumed): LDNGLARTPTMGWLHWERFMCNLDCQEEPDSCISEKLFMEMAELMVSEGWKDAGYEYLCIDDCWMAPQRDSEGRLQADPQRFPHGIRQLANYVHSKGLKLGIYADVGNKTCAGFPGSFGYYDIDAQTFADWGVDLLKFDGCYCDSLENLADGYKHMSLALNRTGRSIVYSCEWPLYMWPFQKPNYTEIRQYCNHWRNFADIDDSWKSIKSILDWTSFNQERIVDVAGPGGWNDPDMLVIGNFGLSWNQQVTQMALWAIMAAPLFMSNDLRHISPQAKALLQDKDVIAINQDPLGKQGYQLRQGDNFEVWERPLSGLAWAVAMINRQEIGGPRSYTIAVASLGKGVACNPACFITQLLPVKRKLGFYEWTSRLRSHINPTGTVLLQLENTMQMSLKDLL
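Spleen homogenate 1 ug + cpd (titration) + 4-MU-alpha-D-galactopyranoside 1 mM; 37C 40 min; 50 mM citrate/phosphate pH 5.0, 0.01% Tween-20; stop pH 10; fluorescence 365/440; AC50 via Hill.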
IMPase Li cell = IMPase inhibition in cells with lithium potentiation; CHO-M1 cells, IP1 TR-FRET (IP-One), carbachol + lithium; Potency, µM (doses to about 59.4 µM), without a hit: at the top dose activity, negative = IMPase inhibition, usual class: inhibitors; hit rate 0.35% among 210,000; AID 1457;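 note: IP1 builds up when IMPase is blocked and the TR-FRET signal falls; potency is the fitted concentration of half-maximal effect; plate controls were basal vehicle for no effect and high inhibitor control for full effect; nearly all actives have a fitted effect of over 50% in size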
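Readout is a homogeneous TR-FRET IP1 immunoassay (Ex 320, Em 665 and 620), where raised cytosolic IP1 lowers signal. Cells were CHO-M1 treated 30 min at 37C with test compounds plus a little lithium; AC50 values came from Hill-equation fitting.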
CBFb-RUNX1 inh = CBF-beta/RUNX1 interaction disruption; 230,000 tested, under 10 active; Potency, µM (highest dose often 59.8 µM), for inactives: top-dose activity, negative = inhibition, actives largely listed as inhibitors; AlphaScreen CBFb-His/RUNX1-biotin binding, biochemical; Q01196+Q13951; AID 1477; note: % of control where 0% means no effect
Target sequence (Q01196 whole entry, looked up): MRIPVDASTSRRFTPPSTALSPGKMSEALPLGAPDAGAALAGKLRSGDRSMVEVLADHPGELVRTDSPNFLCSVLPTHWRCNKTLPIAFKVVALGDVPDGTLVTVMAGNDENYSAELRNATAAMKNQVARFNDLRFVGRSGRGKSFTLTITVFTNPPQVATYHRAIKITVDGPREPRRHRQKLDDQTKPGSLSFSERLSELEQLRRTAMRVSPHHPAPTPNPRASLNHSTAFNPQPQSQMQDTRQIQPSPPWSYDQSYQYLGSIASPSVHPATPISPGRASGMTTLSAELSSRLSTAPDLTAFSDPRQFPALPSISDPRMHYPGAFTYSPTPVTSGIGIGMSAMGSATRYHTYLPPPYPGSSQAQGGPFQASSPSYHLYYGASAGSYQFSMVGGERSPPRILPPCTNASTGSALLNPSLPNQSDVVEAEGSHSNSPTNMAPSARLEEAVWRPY
Target sequence (Q13951 whole entry, looked up): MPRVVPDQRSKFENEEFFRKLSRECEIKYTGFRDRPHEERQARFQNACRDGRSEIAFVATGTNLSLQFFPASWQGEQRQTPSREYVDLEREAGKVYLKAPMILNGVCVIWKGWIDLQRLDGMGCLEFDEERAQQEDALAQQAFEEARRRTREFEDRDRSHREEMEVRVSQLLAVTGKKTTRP
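Proteins preincubated together for 20 min at RT before compound addition; 15 min later, nickel and streptavidin beads were added and left 90 min prior to AlphaScreen measurement.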
Starred values were filed as active, the others as inactive; ? = inconclusive; / = no result given; [ ] = another dose, or the depositor's remark. Unless noted, calls come from the whole dose curve; as a rule, active = well fitted curve in the direction sought with a large enough effect; inconclusive = small, poorly fitted or top-dose-only effect, or another doubt; inactive = no such curve, though single readings can be large; an effect the other way counts as inactive or inconclusive.

cpd | Compound | NPSR antagonist | Epigenetic derep | Luc counter | LMNA splice mod | aGal spleen mod | IMPase Li cell | CBFb-RUNX1 inh
1 | CC1CCc2c(sc3ncnc(NCCN4CCOCC4)c23)C1 (configuration not stated) | -5% | 1.1% | / | / | 3% | / | 7%
2 | COc1ccc(N=Cc2c(O)[nH]c3ccccc23)cc1OC | -10%[46.1 µM] | 0.0% | -4% | ? | 1% | 3% | -4%
3 | CN(C)c1cc[n+](Cc2ccccc2)cc1 | 6%[46.1 µM] | -0.8% | -3% | ? | 1% | 29%[38.3 µM] | 0%
4 | CCCNC(=O)c1cc(C)no1 | 12%[46.1 µM] | -0.5% | 6% | 8% | 4% | 10%[38.3 µM] | 2%
5 | NC(=O)c1c(NC(=O)CCCC(=O)O)sc2c1CCCCCC2 | 11% | ? | 0% | ? | 3% | -12% | -17%
6 | COCC(=O)N1CCC2(CC1)CN(c1ccccc1)C2 | / | / | -6% | / | 0% | -1% | /
7 | CCOc1ccc(C(=O)NCCCn2ccnc2)cc1 | -6%[46.1 µM] | 0.0% | 3% | -7% | 5% | 26%[38.3 µM] | 3%
8 | CCOC(=O)c1sc(NC(C)=O)nc1-c1ccccc1 | 6%[46.1 µM] | 2.0% | 0% | 6% | 1% | -26%[38.3 µM] | 5%
9 | CN(C)/C=N/c1nc2nccc(-c3ccc(F)cc3)n2n1 | -1% | -0.3% | -1% | -7%[46 µM] | 2% | -19% | 9%
10 | COc1ccc(CC(=O)N2CC(C)CC(C)C2)cc1 (configuration not stated) | -9%[46.1 µM] | 2.3% | -3% | 22% | -11% | 20%[38.3 µM] | 16%
11 | Cc1ccc(NC(=O)CC2SC(=O)N(c3ccccc3)C2=O)cc1 (configuration not stated) | ? | -0.8% | 2% | -18% | 6% | 2% | -13%
12 | Cc1ccc(C)c(-c2cc(C(=O)Nc3cccc(C(=O)O)c3)c3ccccc3n2)c1 | -4% | 3.9% | 3% | 25%[46 µM] | 1% | 7% | 11%
13 | O=S(=O)(c1ccc(Br)s1)N1CCN(c2ccccn2)CC1 | -14%[46.1 µM] | -0.8% | 4% | -8% | 7% | 5%[38.3 µM] | 6%
14 | CCCOc1ccc(S(=O)(=O)n2cc(Br)c(=O)[nH]c2=O)cc1 | -9%[46.1 µM] | -2.6% | -3% | ? | 1% | 5%[38.3 µM] | 5%
15 | CCN(CC)/C(=N/O)NC(=O)NS(=O)(=O)c1ccc(C)cc1 | 1%[46.1 µM] | -0.7% | 1% | -2% | 3% | -2%[38.3 µM] | -5%
16 | CCOC(=O)CNNC(=O)Nc1ccc(Cl)c(Cl)c1 | 1% | 6.0% | -4% | -3% | 4% | -5% | 12%
17 | CC(C)CN(C(=O)CN1CCN(c2cccc(Cl)c2)CC1)c1c(N)n(CC(C)C)c(=O)[nH]c1=O | -3% | -1.3% | / | / | -2% | -7% | 2%
18 | COC(=O)c1cc(=O)nc2sc3ccccc3n12 | 8%[7.67 µM] | -3.2% | -3% | 0% | 14% | 0%[38.3 µM] | 5%
19 | COCCn1c(=O)c(-c2ccc(OC)cc2)nc2cnc(Oc3ccccc3)nc21 | / | / | -2% | / | -6% | 1% | /
20 | COc1ccc(S(=O)(=O)N2CCC[C@H]2C(=O)NCc2ccc(Cl)cc2)cc1 | -12% | 11% | / | / | -8% | / | -4%

2 entries drawn at random from the list so far:
cpd | Compound | NPSR antagonist | Epigenetic derep | Luc counter | LMNA splice mod | aGal spleen mod | IMPase Li cell | CBFb-RUNX1 inh
7 | CCOc1ccc(C(=O)NCCCn2ccnc2)cc1 | -6%[46.1 µM] | 0.0% | 3% | -7% | 5% | 26%[38.3 µM] | 3%
17 | CC(C)CN(C(=O)CN1CCN(c2cccc(Cl)c2)CC1)c1c(N)n(CC(C)C)c(=O)[nH]c1=O | -3% | -1.3% | / | / | -2% | -7% | 2%

(listing goes on)
cpd | Compound | NPSR antagonist | Epigenetic derep | Luc counter | LMNA splice mod | aGal spleen mod | IMPase Li cell | CBFb-RUNX1 inh
21 | CC(C)c1cc(C(F)(F)F)n2nc(C(=O)Nc3ccc(-n4cnnn4)cc3)cc2n1 | -5% | -1.1% | / | / | 0% | / | 5%
22 | CCOc1ccc(NCc2nnc(SCc3ccc(Cl)cc3)n2-c2ccccc2)cc1 | -59% | -3.2% | 1% | ? | 5% | 18% | ?
23 | Cc1ccc(C(c2nnnn2C(C)(C)C)N2CCN(C3CCCC3)CC2)cc1 (configuration not stated) | 3%[46.1 µM] | -1.0% | -7% | -7% | -6% | 29%[38.3 µM] | 5%
24 | Cc1cc(C)c(C(=O)CSc2nnc(N)s2)cc1C | -14% | -0.3% | / | / | -8% | / | 7%
25 | O=C1CCCCc2sc(Br)c([N+](=O)[O-])c2N1 | ? | 0.1% | / | / | -8% | / | 1%
26 | COCCC(=O)N1CCCC(C(=O)c2ccc3c4c(cccc24)CC3)C1 (configuration not stated) | 15% | -0.7% | -1% | / | 11% | 0% | -5%
27 | Cc1ccc(NC(=O)C2(C)Cc3ccccc3C(=O)O2)cc1 (configuration not stated) | 0% | 9.8% | -2% | / | 8% | -3% | 0%
28 | CCN(/C=N/S(=O)(=O)c1ccc(Cl)cc1)CC | -17% | -0.2% | / | / | 0% | -3% | 7%
29 | COc1ccccc1-c1cc(N)n[nH]1 | 6%[46.1 µM] | -1.0% | 0% | 8% | 6% | 23%[38.3 µM] | -8%
30 | Cc1cc(Nc2ccccc2)nc2cc(O)ccc12 | 17% | ? | -1% | ? | -2% | 6% | -1%[2.36 µM]

Taken from the results shown (6 entries):
cpd | Compound | NPSR antagonist | Epigenetic derep | Luc counter | LMNA splice mod | aGal spleen mod | IMPase Li cell | CBFb-RUNX1 inh
25 | O=C1CCCCc2sc(Br)c([N+](=O)[O-])c2N1 | ? | 0.1% | / | / | -8% | / | 1%
26 | COCCC(=O)N1CCCC(C(=O)c2ccc3c4c(cccc24)CC3)C1 (configuration not stated) | 15% | -0.7% | -1% | / | 11% | 0% | -5%
27 | Cc1ccc(NC(=O)C2(C)Cc3ccccc3C(=O)O2)cc1 (configuration not stated) | 0% | 9.8% | -2% | / | 8% | -3% | 0%
28 | CCN(/C=N/S(=O)(=O)c1ccc(Cl)cc1)CC | -17% | -0.2% | / | / | 0% | -3% | 7%
29 | COc1ccccc1-c1cc(N)n[nH]1 | 6%[46.1 µM] | -1.0% | 0% | 8% | 6% | 23%[38.3 µM] | -8%
30 | Cc1cc(Nc2ccccc2)nc2cc(O)ccc12 | 17% | ? | -1% | ? | -2% | 6% | -1%[2.36 µM]

(next part)
cpd | Compound | NPSR antagonist | Epigenetic derep | Luc counter | LMNA splice mod | aGal spleen mod | IMPase Li cell | CBFb-RUNX1 inh
31 | CN(C)S(=O)(=O)c1ccc(C(=O)Nc2ccccc2[N+](=O)[O-])cc1 | 0% | 0.1% | 3% | ? | -2% | -5% | -23%
32 | NC(N)=N/N=C/c1ccccc1 | 5%[46.1 µM] | -13% | 1% | -3% | 0% | 21%[38.3 µM] | 10%
33 | Cc1nn2c(NCCCn3ccnc3)cc(C(C)C)nc2c1-c1ccccc1 | ? | -1.0% | / | / | 5% | / | -7%
34 | COC(=O)C(C(C)=O)C1=C/C(=N\S(=O)(=O)c2ccc(C)cc2)c2ccccc2C1=O (configuration not stated) | -15%[46.1 µM] | -3.3% | -1% | 10% | 4% | 1%[38.3 µM] | -5%
35 | CC(CCc1ccccc1)NC(=O)COC(=O)c1ccc(S(C)(=O)=O)c([N+](=O)[O-])c1 (configuration not stated) | -48% | ? | 0% | ? | -10% | 19% | -10%
36 | O=C(Nc1ccccc1)OC(CN1CCCCC1)C(F)(F)F (configuration not stated) | -6%[46.1 µM] | -1.1% | -2% | 10% | 3% | 4%[38.3 µM] | 2%
37 | CC(C)(C)CN1CCNC(=O)C1CC(=O)NCc1cccc(-n2cccn2)c1 (configuration not stated) | -7% | 1.5% | 6% | 3%[46 µM] | -2% | -1% | 13%
38 | Cc1cc(NC(=O)Cn2c(C)nc3ccccc3c2=O)ccc1Br | -2%[46.1 µM] | 0.0% | 5% | 2% | -2% | -3%[38.3 µM] | 10%
39 | CN(C)/C=C/C(=O)c1cnc(-c2ccccn2)s1 | -13% | -0.5% | -5% | 15%[46 µM] | -10% | 4% | -26%
40 | CCS(=O)(=O)N1CCN(C(=O)CCC2CCCC2)CC1 | -1%[46.1 µM] | -0.8% | 2% | -7% | 2% | -3% | -4%

Single entries from the list:
Luc counter result of COc1ccc(CC(=O)N2CC(C)CC(C)C2)cc1 (configuration not stated) : -3%
CBFb-RUNX1 inh result of Cc1cc(Nc2ccccc2)nc2cc(O)ccc12 : -1%[2.36 µM]
NPSR antagonist result of Cc1ccc(C(c2nnnn2C(C)(C)C)N2CCN(C3CCCC3)CC2)cc1 (configuration not stated) : 3%[46.1 µM]

(continued)
cpd | Compound | NPSR antagonist | Epigenetic derep | Luc counter | LMNA splice mod | aGal spleen mod | IMPase Li cell | CBFb-RUNX1 inh
41 | Nc1ncnc(Nc2ccc(S(N)(=O)=O)cc2)n1 | -25% | -0.3% | / | / | -1% | / | -2%
42 | O=C(CC1Oc2ccccc2NC1=O)NC1CC1 (configuration not stated) | -18%[46.1 µM] | 0.0% | 5% | -2% | 4% | -8%[38.3 µM] | -8%
43 | COc1ccc(CN2CCN(C(=O)c3ccco3)CC2)cc1 | 1%[46.1 µM] | 0.4% | -6% | -14% | 2% | -7%[38.3 µM] | -3%
44 | NC(=O)CSc1nc(C2CC2)nc2sc3c(c12)CCCC3 | 24% | 1.1% | -22% | ? | 3% | 16% | 1%
45 | COc1ccc2c(CCNC(=O)c3ccc([N+](=O)[O-])cc3)c[nH]c2c1 | -11% | -1.1% | -1% | -10%[46 µM] | 6% | 6% | -7%
46 | CCOc1cc(/C=N/NC(=O)CCn2nc(C)cc2C)ccc1O | 7% | 1.0% | / | / | 3% | / | 9%
47 | O=C(OCC(F)(F)F)[C@H](O)[C@@H](O)C(=O)OCC(F)(F)F | / | 0.8% | 3% | / | 0% | -10% | 17%
48 | Cc1ccc(-c2nc(-c3ccc(Cl)cc3)sc2CC(=O)O)c(C)c1 | -46% | -0.5% | 0% | ? | 2% | -12% | -3%
49 | Cc1csc(NC(=O)CSc2ccc3nnc(-c4ccncc4)n3n2)n1 | 9% | 1.2% | 1% | / | -5% | 2% | 10%
50 | CC(C)C(=O)NC(=S)NCC(=O)c1ccccc1 | -1%[46.1 µM] | -3.3% | 0% | -6% | 4% | -6%[38.3 µM] | 0%

Not all compounds are listed. The share of hits here may be higher or lower than overall.
